Screens deposited in PubChem by Broad Institute.
DENV2 CPE: protects cells from dengue virus 2 cytopathic effect; DENV2-infected cells, cytopathic effect rescue, plate reader; CPE inhibition, % at 9.99 µM; 350,000 compounds, 1.7% hits; AID 651640; in the data active means CPE inhibition above about 20%, passing the limit was not always enough; inconclusive means no clear call, values can overlap the other calls; tested in BHK-21 cells;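 further: 0% = median of neutral control wells and 100% = median of positive control wells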
CFTR F508del cor: CFTR F508del correction in bronchial cells; 350,000 compounds, 0.36% hits; activity (quench increase), % at 7.58 µM; CFBE cells, YFP halide quenching; stimulated with forskolin plus potentiator P3; % fluorescence drop versus neutral controls; AID 720511;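 active means mean added fluorescence quench of at least 8% versus neutral control, with both replicates also reaching 8%; inconclusive means only one of the mean or replicate conditions met; inactive means mean below 8% and not both replicates reaching 8%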;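 further: cells transiently co-express mutant CFTR-F508del with the halide-sensitive YFP; corrector assay measuring rescue of mutant channel to the surface after 24 h compound exposure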
miR122 inh: inhibitors of miR-122 in Huh7 cells; Huh7 miR-122 Renilla luciferase sensor, 48 h; neutral wells = 0, positive control = 100; activation (reporter increase), % at 12.5 µM; 340,000 compounds, 0.3% hits; AID 602342;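 active means mean replicate activation score at least 90 and every replicate individually at or above 90; inconclusive means only one of the two criteria met; inactive means neither criterion met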;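 further: higher luciferase means less miR-122 activity so hits act as miR-122 inhibitors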
FN deposition inh: fibronectin deposition inhibition. AH1F fibroblasts, Alexa488-fibronectin deposition fluorescence, overnight. inhibition, % at 12.6 µM. 350,000 compounds, 0.086% hits;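 active means mean inhibition across replicates of 30% or more, regardless of how many single replicates reach that level; inconclusive means mean under 30% yet at least half of replicates reach 30%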;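 further: positive control wells lacked labelled fibronectin entirely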
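Test system: AH1F fibroblast monolayer depositing Alexa488-labelled fibronectin into matrix. Input: 10000 cells per well. Technique: fluorescence, ex 485 nm, em 525 nm. Buffer or medium: DMEM plus 2% serum, read in PBS. Timing: 1 h cell adhesion before compound, then overnight fibronectin incubation. Compound: single dose, pinned. Read-out basis: inhibition from reduced deposited-fibronectin fluorescence.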
PAX8 reporter: lowers PAX8-driven luciferase in RMG-I cells. 360,000 compounds, 1.2% hits. inhibition, % at 12.6 µM. RMG-I TPO-luciferase reporter, SteadyGlo, 24 h;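 active means mean replicate inhibition at least 60% with every replicate also reaching 60%; inconclusive means only one of the two criteria is met; inactive means mean below 60% and not all replicates reaching 60%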;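 further: luciferase light reporting Pax8 driven TPO promoter activity; plate controls were median of neutral control wells for no effect and mitoxantrone controls for full effect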
INS-1E GSIS act: primary screen for activators of insulin secretion dependent on glucose, INS-1E cells, GLuc reporter luminescence; INS-1E GLuc reporter insulin secretion, 2-3 h; activation, % at 16.6 µM; 370,000 compounds, 0.61% hits;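 active means lowest replicate activation of at least 40%, so every replicate reaches that level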;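 further: 0% = median of neutral control wells and 100% = median of IBMX positive control wells; some compounds called inactive have numbers as strong as hits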
EWS-Fli block: blocks EWS/Fli oncoprotein-driven transcription; A673 NR0B1-luciferase reporter, viability-normalised; inhibition, % at 12.6 µM; 350,000 compounds, 0.67% hits; AID 651661;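 active means mean inhibition of at least 50% after viability correction, with every replicate also passing that limit; inconclusive means mean reaches 50% but only one of two replicates passes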;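 further: firefly luciferase signal divided by Alamar Blue viability fluorescence both relative to DMSO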
Active calls of the source: *; u = inconclusive; x = not tested or not shown; & = joins results of further samples; [ ] = another dose, or the depositor's remark.

Start of the data: the first 10 records as a preview:
item	Compound	CFTR F508del cor	EWS-Fli block	INS-1E GSIS act	FN deposition inh	miR122 inh	DENV2 CPE	PAX8 reporter
1	COc1ccccc1-c1ccc2c(c1)[C@@H]1[C@@H](CCN1C(=O)c1ccc3c(c1)OCO3)[C@H](CO)N2	-1.4	18	16	4	-5[16.7 µM]	-18	u
2	CC(=O)N(C)C[C@H]1Oc2cc(C#Cc3cccc(F)c3)ccc2S(=O)(=O)N([C@H](C)CO)C[C@@H]1C	-0.1	2	-17	-6	7[16.7 µM]	4	x
3	COc1cc(OC)cc(C(=O)NC(C(=O)N2CCc3ccccc3C2)C(C)C)c1 (centres undefined)	1.5	18	-2	0	1	-4	22
4	C[C@@H]1CCCCO[C@@H](CN(C)C(=O)Nc2ccc3c(c2)OCO3)[C@H](C)CN([C@@H](C)CO)C(=O)c2cc(NC(=O)Nc3ccc4c(c3)OCO4)ccc2O1	-2.6	-95	12	-1	-4[16.7 µM]	7	-20
5	COc1ccc(C2(CNC(=O)c3ccc(N)cc3)CCCC2)cc1	-0.8	5	11	-4	-1	2	-26
6	CC(=O)Nc1cccc(-c2ccnc3c2CC(C)(C(=O)NCCc2ccccc2)O3)c1 (centres undefined)	-1.6	44	-13	6	7	0	23
7	CN1CCN(c2nc3c(c(=O)n(C)c(=O)n3C)n2Cc2ccc(Cl)cc2)CC1	5.3	2	14	19	x	2	-8
8	CC(=O)Nc1cccc(C(=O)OCC(=O)c2ccc(S(=O)(=O)N3CCCCC3)cc2)c1	0.2	-5	-7	8	x	1	-5
9	Cc1nn(CC(=O)NC2CCCCC2)c(=O)c2cccn12	3.5	-9	12	-2	-2	7	-20
10	Cc1cc(C)c2c(N)c(C(=O)Nc3ccc(F)cc3)sc2n1	-0.6	-53	x	4	58	5	-157

All compounds of this part, from the first entry:
item	Compound	CFTR F508del cor	EWS-Fli block	INS-1E GSIS act	FN deposition inh	miR122 inh	DENV2 CPE	PAX8 reporter
1	COc1ccccc1-c1ccc2c(c1)[C@@H]1[C@@H](CCN1C(=O)c1ccc3c(c1)OCO3)[C@H](CO)N2	-1.4	18	16	4	-5[16.7 µM]	-18	u
2	CC(=O)N(C)C[C@H]1Oc2cc(C#Cc3cccc(F)c3)ccc2S(=O)(=O)N([C@H](C)CO)C[C@@H]1C	-0.1	2	-17	-6	7[16.7 µM]	4	x
3	COc1cc(OC)cc(C(=O)NC(C(=O)N2CCc3ccccc3C2)C(C)C)c1 (centres undefined)	1.5	18	-2	0	1	-4	22
4	C[C@@H]1CCCCO[C@@H](CN(C)C(=O)Nc2ccc3c(c2)OCO3)[C@H](C)CN([C@@H](C)CO)C(=O)c2cc(NC(=O)Nc3ccc4c(c3)OCO4)ccc2O1	-2.6	-95	12	-1	-4[16.7 µM]	7	-20
5	COc1ccc(C2(CNC(=O)c3ccc(N)cc3)CCCC2)cc1	-0.8	5	11	-4	-1	2	-26
6	CC(=O)Nc1cccc(-c2ccnc3c2CC(C)(C(=O)NCCc2ccccc2)O3)c1 (centres undefined)	-1.6	44	-13	6	7	0	23
7	CN1CCN(c2nc3c(c(=O)n(C)c(=O)n3C)n2Cc2ccc(Cl)cc2)CC1	5.3	2	14	19	x	2	-8
8	CC(=O)Nc1cccc(C(=O)OCC(=O)c2ccc(S(=O)(=O)N3CCCCC3)cc2)c1	0.2	-5	-7	8	x	1	-5
9	Cc1nn(CC(=O)NC2CCCCC2)c(=O)c2cccn12	3.5	-9	12	-2	-2	7	-20
10	Cc1cc(C)c2c(N)c(C(=O)Nc3ccc(F)cc3)sc2n1	-0.6	-53	x	4	58	5	-157
11	COc1cccc(-c2ncc3ccccc3c2CO)c1	-1.5	-21	-6	0	-6	-19	-14
12	COc1ccc(NC(=O)N(C)C[C@H]2Oc3c(NC(=O)C4CC4)cccc3C(=O)N([C@H](C)CO)C[C@H]2C)cc1	-1.4	-5	27	-3	-4[16.7 µM]	1	x
13	O=C(C[C@@H]1C=C[C@H](NC(=O)Cc2cccnc2)[C@@H](CO)O1)Nc1ccc(-c2ccccc2)cc1	1.7	-16	-11	-10	x	15	-15
14	CC(O)(c1cccc(F)c1)c1nc(-c2ccccc2)cs1 (centres undefined)	0.9	4	38	10	1	-2	3
15	CCc1c(C)sc(NC(=O)C2CCCO2)c1C#N (centres undefined)	x	x	x	2	3	x	-49
16	C[C@H]1CCCCO[C@@H](CN(C)S(=O)(=O)c2cccs2)[C@@H](C)CN([C@@H](C)CO)C(=O)c2cc(NC(=O)Nc3ccc4c(c3)OCO4)ccc2O1	0.0	8	3	x	-13[16.7 µM]	-2	19
17	C[C@H](CO)N1C[C@H](C)[C@H](CN(C)C(=O)Cc2ccccc2)Oc2cc(C#CC3(O)CCCC3)ccc2S1(=O)=O	2.9	6	-7	x	7[16.7 µM]	u	x
18	CC(=O)N1CCN(c2ccc(NC(=O)c3ccccc3Cl)cc2)CC1	0.6	-9	2	3	-3	-4	-11
19	NC(=O)COC(=O)c1ccccc1SCC(=O)NC1CCCCCCC1	2.4	-1	-6	4	-5	11	-1
20	O=C(NNc1ccc(Cl)cc1)c1c(F)cccc1Cl	0.0	-2	6	9	-2	0	-3
21	O=C(COc1ccccc1[N+](=O)[O-])N/N=C/c1ccccn1	4.0	-29	6	-10	x	1	-47
22	COc1ccccc1N(CC(=O)Nc1ccccc1)S(=O)(=O)c1cccs1	2.0	-18	-27	-5	5	-3	-20
23	CCN1c2cccc3cccc(c23)S1(=O)=O	x	x	11	12	-14	x	x
24	CN(C)c1ccc2c(c1)[C@H]1C[C@H](CC(=O)NCC3CC3)O[C@H](CO)[C@H]1O2	-2.3	-3	6	x	8[16.7 µM]	1	11
25	CSc1ccc(/C=C2\C(=N)N3N=C(CC(=O)N4CCOCC4)SC3=NC2=O)cc1	1.9	x	8	10	10	4	1
26	Cn1c(-c2ccsc2)c(-c2cccs2)c2cc(-c3ccc4cc[nH]c4c3)ccc21	2.9	-5	-8	12	x	8	-11
27	CC(=O)N1C[C@H]2CON(C)[C@H]2C[C@H]1c1ccccc1	-1.4	-7	5	7	6	-14	9
28	O=S(=O)(Nc1ccccc1)c1ccc(NS(=O)(=O)c2c(F)cccc2F)cc1	0.5	23	-4	-7	24	1	25
29	COc1cccc(-c2cnc3c(c2)C(=O)N([C@H](C)CO)C[C@@H](C)[C@H](CN(C)Cc2ccc(F)cc2)O3)c1	-3.0	5	-18	x	4[16.7 µM]	-8	x
30	C[C@H](NC(=O)[C@H]1[C@H](CO)[C@H]2Cn3c(cccc3=O)[C@@H]1N2C(=O)C1CCCC1)c1ccccc1	0.1	-101	14	7	-7[16.7 µM]	3	x
31	O=C(COC(=O)c1ccccc1O)Nc1cccnc1Cl	x	x	14	6	x	x	1
32	CCc1nc(Cl)c(C#N)c2c1CSC(C)(C)C2	0.9	0	12	1	x	-1	-18
33	COc1ccc(CC(=O)NNC(=O)COc2ccc3ccccc3c2)cc1	x	5	x	-1	x	2	17
34	O=[N+]([O-])c1ccc(S(=O)Cc2ccccc2)c([N+](=O)[O-])c1 (centres undefined)	-2.9	36	117*	37*	x	0	121*
35	CC(=O)c1cccc(NC(=O)c2sc3nc4n(c(=O)c3c2C)CCCC4)c1	-1.3	-22	17	4	2	6	-12
36	COCCOc1cc(-n2cccc2)c(Cl)cc1Cl	0.2	5	-14	-28	9	0	-6
37	CC(C)(C)N(Cc1ccccc1)C(=O)CSc1nnc(CNc2ccc(F)cc2)o1	x	x	-30	-21	1	x	x
38	CCCc1nc2ccc(Cl)cn2c1Cc1ccccc1	-0.4	5	x	-4	13	3	3
39	C[C@@H]1CN([C@@H](C)CO)C(=O)CCCn2cc(nn2)CO[C@H]1CN(C)C(=O)Nc1ccc(N2CCN(C)CC2)cc1	-0.9&1.5&1.4	6&1&2	5&17	4&2	-1&-1[16.7 µM]	-12&-2	1&-6&6
40	O=C(COc1ccccc1)Nc1ncn[nH]1	2.8	1	x	5	-3	8	6
41	CCCN(C)C[C@@H]1Oc2cc(-c3ccc(F)cc3)ccc2S(=O)(=O)N([C@H](C)CO)C[C@@H]1C	2.3	13	-11	x	-6[16.7 µM]	-7	-8
42	COc1ccc(CNC(=O)CNS(=O)(=O)c2cccc(C#N)c2)cc1OC	1.4	-4	-1	2	x	-3	12
43	Cc1c(NS(=O)(=O)c2cccc(C(=O)Nc3ccccc3)c2)c(=O)n(-c2ccccc2)n1C	-1.2	7	-1	4	x	0	3
44	COc1cc(/C=N/n2cnnc2)ccc1OS(=O)(=O)c1ccccc1[N+](=O)[O-]	1.4	-5	x	4	x	x	26
45	CCOC(=O)CSc1nc2sc(C(=O)O)c(C)c2c(=O)[nH]1	1.5	-1	-4	9	-5	-2	-4
46	CN(C)S(=O)(=O)c1cccc(NC(=O)/C=C/c2ccc(S(=O)(=O)N3CCOCC3)cc2)c1	-1.1	20	-18	-3	0	-2	7
47	O=C(C[C@H]1CC[C@@H]2[C@H](COC[C@@H](O)CN2CCC(F)(F)F)O1)NCc1ccc(Oc2ccccc2)cc1	0.2	4	-19	-1	-2[16.7 µM]	-5	51
48	C[C@H]1CN([C@@H](C)CO)C(=O)c2cccc(NS(=O)(=O)c3cccs3)c2O[C@H]1CN(C)Cc1ccc(Oc2ccccc2)cc1	-6.0	10	-7	3	-5[16.7 µM]	-3	x
49	CCC1Sc2ccc(S(=O)(=O)CCC(=O)Nc3ccc(C(=O)OC)cc3)cc2NC1=O (centres undefined)	-0.7	x	2	5	-9	0	1
50	COc1ccc(S(=O)(=O)N2CCC(C(=O)NC3CCCCC3)CC2)cc1OC	4.8	7	1	7	x	-4	-9

(continued)
item	Compound	CFTR F508del cor	EWS-Fli block	INS-1E GSIS act	FN deposition inh	miR122 inh	DENV2 CPE	PAX8 reporter
51	COc1ccc(S(=O)(=O)N(C)C[C@H]2OCCCC[C@H](C)Oc3ccc(NS(=O)(=O)c4ccccc4)cc3C(=O)N([C@@H](C)CO)C[C@@H]2C)cc1	-0.6	8	-15	-16	-11[16.7 µM]	3	22
52	Cn1nnnc1P(=O)(c1ccccc1)c1ccccc1	4.5	3	-35	x	x	5	x
53	CCS(=O)(=O)N1CC2(C1)CN(S(=O)(=O)c1ccccc1)[C@@H](CO)c1c2c2ccc(OC)cc2n1C	1.4	-1	-5	0	x	-7	2
54	O=C(Nc1cccc(Cl)c1)Nc1cc(S(=O)(=O)N2CCOCC2)ccc1N1CCCC1	x	19	x	-1	x	-4	17
55	C[C@@H]1CCCCO[C@H](CN(C)C(=O)C2CCCCC2)[C@H](C)CN([C@@H](C)CO)C(=O)c2cc(NC(=O)Nc3cccc4ccccc34)ccc2O1	1.7	5	9	x	5[16.7 µM]	-3	45
56	CO[C@H]1CN(C)C(=O)c2cc(NC(C)=O)ccc2OC[C@H](C)N(CCC(F)(F)F)C[C@@H]1C	2.8	17	5	-4	-12[16.7 µM]	-10	-17
57	COCC(=O)Nc1ccc2c(c1)OC[C@@H](C)N(Cc1ccccc1)C[C@H](C)[C@H](OC)CN(C)C2=O	-1.5	1	-12	-6	0[16.7 µM]	-11	x
58	OC(c1ccc(Cl)cc1)C(O)c1nc2ccccc2[nH]1 (centres undefined)	x	x	-9	4	4	x	x
59	Cc1ccc(S(=O)(=O)NCc2ccncc2)cc1C(=O)NCC(C)C	-0.8	x	-24	x	4	6	-10

Rows were taken by chance; 3.9% or so of the library scored in one or more.
